Growth percent in the NCI-60 one-dose screen (48 h, 10 µM unless noted): 100 = growth as untreated, 0 = no growth, -100 = all killed.
HL-60(TB): HL-60(TB) leukemia cells; actives 9% (n = 78,000); active = growth percent below 10
Active calls of the source: *; & = joins results of further samples. The list is partial, so the mix of outcomes need not match the whole.

Molecule | HL-60(TB)
Cc1ccc(-n2c(C(=O)NC3CC3)cc3cccnc32)cc1Cl | 100.4
NS(=O)(=O)c1ccc(CCn2c(SCC(=O)N/N=C/c3ccccc3O)nc3ccccc3c2=O)cc1 | -25.5*
Cc1cc(N(C)C)cc(C)c1N=Nc1cc[n+]([O-])cc1 | 99.5
COc1cc(OC)cc(-c2nn(CC(=O)N3CCCC3)c3ncnc(N)c23)c1 | 100.3
CCOC(=O)c1cc2c(n1C)-c1nc(OC)c(S(=O)(=O)c3ccccc3)cc1CCC2 | 67.6
Cc1ccc(NC(=O)c2ccc(CN3CCN(C)CC3)cc2)cc1Nc1nccc(-c2cccnc2)n1 | 89.8&106.8
CCOC(=O)N1CCN(S(=O)(=O)c2oc(-c3ccc(Cl)cc3)nc2C#N)CC1 | 56.4
COc1ccc(/C=N/NC(=O)C2CCC(=O)N2)cc1 (stereo unspecified) | 102.4
Cc1ccc(S(=O)(=O)N2CCCN(c3nc(-c4ccccc4)nc4nc(-c5ccccc5)oc34)CC2)cc1 | 110.5
O=CN1N=C(c2cccc(Nc3ccnc4cc(Cl)ccc34)c2)CC1c1ccccc1 (stereo unspecified) | -1.2*
CCOc1cc(C2SCC(=O)N2n2cnnc2)ccc1O (stereo unspecified) | 105.0
CCOC(=O)c1ncc(-c2ccc(C(F)(F)F)cc2)c(N[C@@H]2C[C@H]3CC[C@@H]2C3)n1 | 92.2
Cc1cc(C)nc(NS(=O)(=O)c2ccc(Nc3nc4nc(NCc5ccccc5)nc(-c5ccc(O)cc5)c4c(=O)[nH]3)cc2)n1 | 1.5*
C/C(=N\NC(=O)CSc1nc2sc3c(c2c(=O)n1-c1ccccc1)CCC(C)C3)c1ccc(Br)cc1 (stereo unspecified) | 100.7
O=CN(Cc1ccccc1)c1cc([N+](=O)[O-])ccc1OCc1ccccc1 | 90.5&93.3
COC(=O)c1csc(C2OC(CO)C(O)C2O)n1 (stereo unspecified) | 124.7
FC(F)(F)c1cc(N2CCSCC2)nc(NCCCNc2ccnc3cc(Cl)ccc23)n1 | 78.6
O=C(NCc1ccccc1)c1ccc(C(=O)NCc2ccccc2)cc1 | 84.1
O=C1C=Cc2ccccc2/C1=C\c1sc(NC(=O)c2ccccc2)nc1O | 106.9
COc1cc(-c2csc(NC(=O)c3ccc4c(c3)OCCO4)n2)cc(OC)c1OC | 77.2
O=c1oc2ccccc2c2ccccc12 | 98.7
CCN1C(=S)N(CC)C2Nn3c(s/c(=C4\C(=O)N(C(C)C)c5ccccc54)c3=O)=NC21 (stereo unspecified) | 98.8
COc1ccc2oc3c(C)c4c(c(C)c3c2c1)C(=O)N(N)C4=O | 90.5
COc1nccnn1 | 185.2
CCn1cc(C(=O)NNC(=S)Nc2cccc(C)c2)c(=O)c2ccc(C)nc21 | 75.8
Fc1ccc(C2=NN(c3cc(Cl)cc(Cl)c3)C(c3sc(Cl)nc3Cl)C2)cc1 (stereo unspecified) | 100.8
O=C1/C(=C\c2cn(C(=O)c3ccc(Cl)cc3)c3ccccc23)c2ccccc2N1C(=O)c1ccc(Cl)cc1 | 54.2
O=c1[nH]cnc2c1cnn2-c1ccccc1 | 120.9
COc1cc(-c2nc(SCCC(C)C)nc(Nc3cccc4ccccc34)c2C#N)cc(OC)c1OC | 50.0
OCCC1CCCCN1C(Cc1ccccc1)c1ccccc1 (stereo unspecified) | 75.2
Cc1ccc2cccc(OC(=O)c3c(F)cccc3Cl)c2n1 | 103.5
COc1ccc(Cn2cc(C(=O)N=Nc3c(O)[nH]c4c(F)cccc34)nn2)cc1 | 90.7
CC(=O)c1ccccc1N | 106.4
O=S(=O)(c1ccc(NC(=S)NCc2cccnc2)cc1)N1CCCCC1 | 64.9
O=C(Nc1sc2c(c1C(=O)O)CCCC2)c1ccc(Cl)cc1 | 101.0
CN1C(=O)C(=Cc2cn(CCCCCCn3c4ccccc4c(=O)c4ccccc43)c3ccccc23)C(=O)N(C)C1=O | 79.3
CCCCc1ccc(C(CC(=O)c2ccccc2)c2ccccc2)cc1 (stereo unspecified) | 110.4
NCC(O)CC(=O)O (stereo unspecified) | 106.6
COc1ccc(/C(C)=N/NC(=O)CSc2nc3ccccc3c(=O)n2Cc2ccc(S(N)(=O)=O)cc2)cc1 | 101.3
COc1ccc(C=NC2C(O)OC(CO)C(O)C2O)cc1 (stereo unspecified) | 63.9
O=C(Nc1cccc(-c2nc(-c3ccc(NC(=O)c4cccs4)cc3Cl)no2)c1)Nc1ccc(NC(=O)C2CC2)c(C(F)(F)F)c1 | 6.9*
CC(=O)CCCN1C(=O)c2ccccc2C1=O | 94.3
CC[C@H]1c2ccccc2[C@@H](C(=O)O)N(C(C)=O)c2ccccc21 | 107.1
CCc1c2ccc(N(S(=O)(=O)c3ccc(C)cc3)S(=O)(=O)c3ccc(C)cc3)cc2nc2c1c(=O)n1c3ccccc3c3cc(C(=O)OC)nc2c31 | 98.9
O=C(CCn1ccnc1)Nc1cc(S(=O)(=O)Nc2ccccc2Cl)ccc1O | 71.9
O=C(c1ccccc1)c1c(/C=C/c2ccc(Cl)cc2)nc2ccccc2c1/C=C/c1cccs1 | 102.4
Cc1ccc(N(CC(=O)Nc2ccc(S(=O)(=O)NC3CCN(C)CC3)cc2)S(=O)(=O)c2ccc(Cl)cc2)cc1 | 75.7
CC(=O)Oc1csc(N(C(C)=O)c2ccc(Cl)c(C(F)(F)F)c2)n1 | 105.8
CC1=C2C(=C[C@@](C)(COS(N)(=O)=O)[C@@H]2O)C(=O)[C@](C)(O)C12CC2 | 61.4
CCN(CC)C(=O)N/C(N)=N/c1nc2ccccc2s1 | 52.1

New compounds follow:
Molecule | HL-60(TB)
CCOC(=O)c1ccc(NC(=O)CN2C(=O)/C(=C3\SC(=S)N(CCC(=O)O)C3=O)c3ccccc32)cc1 | 108.4
COc1ccc(C(=O)n2nc(-c3cccc(Cl)c3)nc2N)cc1 | 102.0
CC/C=C/C/C=C/C/C=C/C/C=C/C/C=C/C/C=C/CCC(=O)Nc1ccn([C@@H]2O[C@H](CO)[C@@H](O)C2(F)F)c(=O)n1 | -16.1*
CCCCOC(c1cc2c(cc1Br)OCO2)C(C)Br (stereo unspecified) | 107.4
O=C1c2cccc3cccc(c23)C(=O)N1CCO | 101.3
Cc1cc(S(=O)(=O)O)ccc1Cl | 81.2
COc1ccc(C2CC(c3ccccc3)=NN2C(=O)CSc2nnc(NC(=O)C(Cl)Cl)s2)cc1 (stereo unspecified) | 96.0
N#Cc1cccc[n+]1Cc1ccccc1 | 100.9
CCCc1ccc(-c2cn(CC(=O)Nc3nc4ccccc4s3)nn2)cc1 | 97.7
COc1cc2nccc(Oc3ccc(NC(=O)C4(C(=O)Nc5c(F)cc(F)cc5F)CC4)cc3)c2cc1Oc1ccc(N)cn1 | 38.3
Fc1ccc(-c2cn(Cc3nc4ccccc4[nH]3)nn2)cc1 | 103.7
Cc1ccc(S(=O)(=O)NNC(=O)c2cc3c([nH]c4ccccc43)c(-c3cccc(O)c3)n2)cc1 | 117.9
Cc1nc2sc(C(=O)Nc3ccccc3)c(N)c2cc1C(O)c1ccccc1 (stereo unspecified) | -54.0*
O=c1oc2cc([N+](=O)[O-])ccc2c2ccccc12 | 101.5
COC(=O)CNC(=O)[C@H](Cc1ccccc1)NCc1ccncc1 | 88.6
O=C(Nc1cccc2c1C(=O)c1c(O)ccc(NC(=O)c3ccccc3)c1C2=O)c1ccccc1 | 100.3
COc1cccc(/C(O)=C2\C(=O)C(=O)N(CCCn3ccnc3)C2c2cc(OC)c3c(c2)OCO3)c1 (stereo unspecified) | 106.7
CSc1ccccc1C#C/C=C\C#Cc1ccccc1N1CCCCC1=O | 106.8
COc1cc(C)cc2oc3oc(=O)c(C(=O)c4cc5cc(Br)ccc5o4)cc3c(=O)c12 | 102.5
COc1ccc(OC)c(N(CCN2C(=O)c3ccccc3C2=O)C(=O)CCl)c1 | -63.3*
Cc1ccc(C(=O)Oc2ccc(N=C=S)cc2)cc1 | 98.3
O=c1c2ccccc2nc(-c2ccccc2)n1-c1cc(C(F)(F)F)cc(C(F)(F)F)c1 | 102.6
COc1ccccc1N=NNc1ccccc1OC | 38.6
CSc1nc2nc3c(c(-c4ccccc4)c2c(=O)[nH]1)CCC/C3=C\c1ccccc1 | 94.3
O=Cc1c(OCc2cnnn2CC(=O)Nc2ccccc2)ccc2ccccc12 | 104.3
COc1ccc(CCNC(=O)c2cc(S(=O)(=O)N3CC(C)CC(C)C3)ccc2Sc2ccc(F)cc2)cc1OC (stereo unspecified) | 78.9
N#C/C(=C\c1ccc(Br)cc1)n1nnc2c(F)cccc21 | 0.2*
CCNC(=O)Oc1ccc(/C(=C(\C)c2ccc(Cl)cc2)c2ccc(OCCN3CCCCC3)cc2)cc1 | 16.8
COc1ccc(C2NC(=O)N=C3C2C(N)=NN3c2ccccc2)cc1 (stereo unspecified) | 103.0
COc1nc2c(C)cccc2cc1-c1nc2c(cnn2-c2ccc(Br)cc2)c(=O)[nH]1 | 98.5
Fc1ccc(-c2ccnc3c2c(-c2ccccc2)nn3-c2ccccc2)cc1 | 89.0
C=C1CCC2C3(C)COC(C)(C)OC3CCC2(C)C1CC(Sc1ccccc1)C1=CCOC1=O (stereo unspecified) | 86.2
CCS(=O)(=O)c1ncnc2nc[nH]c12 | 101.5
NC(=S)N1N=C(c2ccc(F)cc2)CC1c1ccc2c(c1)OCO2 (stereo unspecified) | 98.5
COc1c(O)cccc1/C=N/NC(=O)Cn1c(C)nc2c(c(C)nn2-c2ccccc2)c1=O | 93.9
CC(=O)NNc1nc(C)c(C(/C=C/c2ccc(/C=C/C(=N\NC(=O)c3ccncc3)c3sc(NNC(C)=O)nc3C)cc2)=N/NC(=O)c2ccncc2)s1 | 82.4
COc1ccc(-n2nc3c(c2-c2ccccc2)-c2oncc2CC3)cc1 | 81.7
CN(C)CCNC(=O)c1cccn2c(=O)c3cc4ccccc4cc3nc12 | -38.5*
Cn1ccc(=O)nc1 | 105.0
CCN(CC)CCCC(C)Nc1cnc(C(=O)Nc2cccc3ccc(OC)nc23)cn1 (stereo unspecified) | 72.4
O=C1c2c(c3c4cc(Br)ccc4[nH]c3c3ccc4ccccc4c23)C(=O)N1CCN1CCOCC1 | 89.7
C/C(Cc1ccc(Cl)cc1)=C(/c1ccc(Cl)cc1)c1ccc(OCCN2CCCC2)cc1 | 54.7
CC1Nc2c(ccc3ncccc23)C(=O)N1Nc1ccccc1 (stereo unspecified) | 104.3
CC1CCS(=O)(=O)C1 (stereo unspecified) | 105.6
COc1ccc(C2CC(c3ccco3)=NN2c2ccc(S(N)(=O)=O)cc2)cc1 (stereo unspecified) | 104.2
OCCNCCN=C1CCC(=NCCNCCO)CC1 | 71.5
CC(=O)c1sc2c(c1C)c(=O)nc1c(C#N)n[nH]n12 | 98.7
O=c1[nH]c2ccccc2cc1CSc1nccc(-c2ccc(Cl)cc2)n1 | 87.8
CCN(CC)CCn1c2ccc(OC)cc2c2sc3cc(O)ccc3c(=O)c21 | 31.0
Nc1nccc(N2CCCC(CO)(CCCc3ccccc3)C2)n1 (stereo unspecified) | 73.9

More entries follow.
Molecule | HL-60(TB)
O=C(/C(=C(\C(=O)c1ccccc1)c1ccccc1)c1ccccc1)c1ccccc1 | -1.5*
O=C(O)/C=C\C(=O)NCc1cccnc1 | 106.2
COc1ccc(CNCCN2C(=O)c3ccc4c5c(ccc(c35)C2=O)C(=O)N(CCNCc2ccc(OC)c(OC)c2OC)C4=O)c(OC)c1OC | -43.2*
COc1cc(CNC(=O)/C=C/c2ccccc2)ccc1OCc1cn(-c2ccc(Cl)c(Cl)c2)nn1 | 43.9
O=C(c1ccc(O)cc1)C1[C@H](c2ccc(Br)cc2)[C@@H](c2ccccc2)NC12C(=O)Nc1ccccc12 (stereo partly specified) | 50.5
CC(=O)OC[C@@]1(C)C2CC[C@]3(C)C(CC=C4C5CC(C)(C)CC[C@]5(C(=O)Nc5ccc(Br)cc5)CC[C@]43C)[C@@]2(C)C[C@@H](OC(C)=O)[C@@H]1OC(C)=O (stereo partly specified) | 32.3
CC/C=C\C[C@H](O)C/C=C1/C(=O)C=C[C@@H]1C/C=C\CCCC(=O)OCCS(=O)(=O)c1ccccc1 | 62.1
O=C(Nc1nc2ccc(F)cc2s1)c1cccnc1Nc1ccc(Cl)cc1 | 33.3
CC1C=NNC1=O (stereo unspecified) | 86.9
Cc1ccc(CC#N)cc1C | 115.7

Structures shown so far containing a CF3 group (five):
Molecule | HL-60(TB)
CCOC(=O)c1ncc(-c2ccc(C(F)(F)F)cc2)c(N[C@@H]2C[C@H]3CC[C@@H]2C3)n1 | 92.2
FC(F)(F)c1cc(N2CCSCC2)nc(NCCCNc2ccnc3cc(Cl)ccc23)n1 | 78.6
O=C(Nc1cccc(-c2nc(-c3ccc(NC(=O)c4cccs4)cc3Cl)no2)c1)Nc1ccc(NC(=O)C2CC2)c(C(F)(F)F)c1 | 6.9*
CC(=O)Oc1csc(N(C(C)=O)c2ccc(Cl)c(C(F)(F)F)c2)n1 | 105.8
O=c1c2ccccc2nc(-c2ccccc2)n1-c1cc(C(F)(F)F)cc(C(F)(F)F)c1 | 102.6

Further entries follow:
Molecule | HL-60(TB)
O=C1C2=C(C(=O)c3ccccc31)C(O)(S(=O)(=O)O)C(O)(S(=O)(=O)O)C1N=CC=CC21 (stereo unspecified) | 31.4&28.7
O=C(Nc1ccc(Cl)cc1F)c1cc(F)ccc1O | -43.8*
CN1C(=O)CCC(N2C(=O)c3cccc(NCCOCCOCCNC(=O)c4cc5c(o4)C(=O)c4ccccc4C5=O)c3C2=O)C1=O (stereo unspecified) | 0.3*
CC1(C)CCc2cc(-c3ccn(S(=O)(=O)c4ccccc4)n3)ccc2O1 | 89.4
CC(C)(C)OC(=O)c1cc2c3ccccc3oc(=O)c2c2nc3ccccc3n12 | 115.9
Cc1nc2ncccc2c(=O)n1-c1ccc(S(=O)(=O)N=C(N)N)cc1 | 83.2
C=C1C(=O)O[C@H]2[C@H]1CC/C(COC(=O)OC/C1=C/CC[C@@]3(C)O[C@H]3[C@H]3OC(=O)[C@@H](CN(C)C)[C@@H]3CC1)=C\CC[C@@]1(C)O[C@@H]21 | -43.0*
O=[N+]([O-])c1ccc([As](=O)(O)O)cc1 | 138.6&126.2
CN(CCC1CCCCC1)Cc1ccccc1 | 111.1
O=C(C(=O)c1ccc2c(c1)OCO2)c1ccc2c(c1)OCO2 | 62.3

Compound activity from PubChem.
